# EP2 mod = EP2 receptor (human) modulation; P43116; EP2-expressing cells, cAMP HTRF FRET, PGE2 co-stimulation; induction, % at 25 µM; 260,000 tested, 0.83% active; AID 940;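 active = compounds whose cAMP rise, as percent of the full-agonist control response, exceeds 60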;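 note: rat C6 glioma line stably carrying human EP2 under a CMV promoter; the protocol text gives 20 µM as final concentration; 100% = response of wells given 1 µM PGE2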
# Target sequence (P43116 whole entry, looked up): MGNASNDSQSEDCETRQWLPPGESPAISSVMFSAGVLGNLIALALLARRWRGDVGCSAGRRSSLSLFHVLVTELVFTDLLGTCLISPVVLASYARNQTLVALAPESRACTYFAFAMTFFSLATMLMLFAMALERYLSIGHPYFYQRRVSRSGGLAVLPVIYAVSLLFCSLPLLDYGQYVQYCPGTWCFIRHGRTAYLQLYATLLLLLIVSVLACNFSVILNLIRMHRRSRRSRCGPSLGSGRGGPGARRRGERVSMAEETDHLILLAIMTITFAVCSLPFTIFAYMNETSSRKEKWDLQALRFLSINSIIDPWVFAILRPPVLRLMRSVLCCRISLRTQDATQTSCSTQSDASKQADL
# NPY Y1 blocker = antagonists of human neuropeptide Y receptor Y1. P25929. HEK293-CNG Y1 cells, membrane potential fluorescence; NPY at EC95, then isoproterenol. inhibition, % at 3.6 µM. 200,000 tested, 1% active. AID 1040;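 active = inhibition above the campaign mean inhibition of all tested compounds plus 3 SD, cut at about 20% in these data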;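 note: 0% = DMSO wells given NPY plus isoproterenol and 100% = isoproterenol alone without NPY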
#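 Benchmarks – high control isoproterenol alone, low control NPY with isoproterenol · Material – HEK293 Y1/CNG channel cell line · Times – dye 3 h, compound 60 min room temperature, stimulation 45 min · Probe or stimulus – NPY (25 nM), isoproterenol (1 µM), Ro 20-1724 (25 µM) · Evaluation – % inhibition of NPY effect · Signal – fluorescence, membrane potential probe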
# TRPN1 ag = agonists of zebrafish TRPN1 channel; AID 1424; activation, % at 3 µM; 220,000 tested, 0.18% active; HEK293 zebrafish TRPN1-YFP, Fluo-8 calcium fluorescence; 100% = response to 87 µM carbachol;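 active = activation above its plate's cutoff, the mean activation of test wells on that plate plus 3 SD, cut at about 19% in these data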;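 note: 0% = DMSO alone and 100% = 87 µM carbachol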
#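 Material – zebrafish TRPN1-YFP in HEK293 cells · Doses – 3 µM single point · Schedule – dye 1 h 37 °C plus 30 min RT · Signal – Fluo-8 calcium fluorescence, excitation 470-495 nm, emission 515-575 nm · Read-out – % activation versus carbachol response · Control set – carbachol high, DMSO low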
# CHOP inhibitor = CHOP inhibition in unfolded protein response; CHO-K1 CHOP-promoter luciferase, tunicamycin-induced, 15-18 h; inhibition, % at 10 µM; 220,000 tested, 3.8% active; AID 2732;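 active = compounds that reduced the stress-induced luciferase reporter signal by more than about 70% of percent inhibition, limit read from the data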;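 note: 0% = tunicamycin plus vehicle and 100% = wells without tunicamycin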
# S1P4 ag = agonists of human S1P4 receptor; O95977; S1P4-expressing cell line, agonist reporter assay; activation, % at 4.98 µM; 220,000 tested, 0.35% active; AID 1509; in the data active = activation above about 11%;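 note: 0% = DMSO vehicle and 100% = reference agonist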
# NPY1 pot ag = potentiates or activates human NPY-Y1 receptor. P25929. 220,000 tested, 0.37% active. NPY-Y1 expressing cells, potentiator/agonist activation. activation, % at 3.6 µM; in the data active = activation above about 33%, passing the limit was not always enough;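 note: cells stimulated with NPY at EC10 then isoproterenol at EC100; 0% = low agonist plus stimulus and 100% = saturating agonist plus stimulus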
# S1P4 antag = human S1P4 receptor antagonism; O95977; S1P4-expressing cells, antagonist mode, reporter read-out; inhibition, % at 4.98 µM; 220,000 tested, 0.26% active; AID 1510; in the data active = inhibition above about 29%;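 note: 0% = wells stimulated with agonist and 100% = vehicle wells without agonist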
# NPY2 pot ag = potentiates or activates human NPY-Y2 receptor | activation, % at 3.6 µM | 220,000 tested, 0.45% active | P49146 | cells expressing NPY-Y2, potentiator/agonist read-out; in the data active = activation above about 27%;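 note: cells stimulated with NPY near EC25 plus isoproterenol at EC100; 0% = vehicle plus submaximal agonist and 100% = vehicle plus saturating agonist; some results beyond the cut were filed as inactive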
# TRPML3 ag = human mucolipin-3 channel agonism; HEK293 TRPML3-YFP, Fluo-8 calcium fluorescence; 100% = the carbachol control signal; activation, % at 3 µM; 220,000 tested, 0.29% active; AID 1448;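 active = activation above its plate's cutoff, the mean activation of the plate's test wells plus 3 SD, cut at about 12% in these data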;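 note: 0% = DMSO only wells and 100% = carbachol wells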
# Target sequence (Q8TDD5 whole entry, looked up): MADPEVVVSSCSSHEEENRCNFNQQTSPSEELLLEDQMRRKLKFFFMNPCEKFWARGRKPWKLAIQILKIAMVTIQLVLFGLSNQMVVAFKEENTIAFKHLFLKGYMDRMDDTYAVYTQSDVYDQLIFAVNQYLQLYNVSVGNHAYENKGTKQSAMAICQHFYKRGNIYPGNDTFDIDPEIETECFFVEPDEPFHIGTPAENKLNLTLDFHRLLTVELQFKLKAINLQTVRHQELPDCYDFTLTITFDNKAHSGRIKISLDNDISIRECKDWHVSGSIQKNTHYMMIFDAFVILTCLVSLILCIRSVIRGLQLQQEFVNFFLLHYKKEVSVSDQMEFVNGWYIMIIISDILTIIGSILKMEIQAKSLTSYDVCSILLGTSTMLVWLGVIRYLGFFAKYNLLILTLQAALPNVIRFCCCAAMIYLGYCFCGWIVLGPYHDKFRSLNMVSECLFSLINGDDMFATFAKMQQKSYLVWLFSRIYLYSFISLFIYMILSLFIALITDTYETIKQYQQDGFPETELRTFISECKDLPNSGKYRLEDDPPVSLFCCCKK
#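 system = HEK293 cells stably carrying human TRPML3-YFP | doses = one concentration, 3 µM nominal, 0.3% DMSO | timing = dye loading 1 h 37 °C then 30 min ambient, 125 s read | detection = Fluo-8 calcium dye fluorescence, ex 470-495, em 515-575 nm | benchmarks = high control carbachol 87 µM, low control DMSO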
# The depositor's hits bear a star; . = no result given; & = joins results of further samples.
compound,EP2 mod,NPY Y1 blocker,TRPN1 ag,CHOP inhibitor,S1P4 ag,NPY1 pot ag,S1P4 antag,NPY2 pot ag,TRPML3 ag
O=C(NNc1nc2c(F)cccc2s1)c1cc(=O)c2ccccc2o1,-25,8,-1.7,18,-0.6,-11,4,-5,1.0
CCCCC1CCC(C(=O)Nc2ccc(S(=O)(=O)Nc3nccs3)cc2)CC1 (stereo not drawn),-6,0,-0.7,6,0.4,17,1,28,0.3
O=[N+]([O-])c1cccc(Nc2c3ccccc3nc3ccccc23)c1,-55,-8,4.1,48,13*,8,-26,3,2.1
CCOC(=O)CCc1c(C)c2ccc(OCC(=O)OC(C)C)cc2oc1=O,21,-1,0.3,-4,-3.5,-26,-4,-2,1.2
COC(=O)CSc1nc(NCC(C)C)nc(N2CCOCC2)n1,9,0,-0.8,10,2.1,1,0,19,-0.3
CCc1cc2c(cc(C(=O)O)n2C)s1,-12,8,-0.2,-14,1.8,-19,-7,-4,0.4
O=C(NC1CCCc2c1cnn2-c1ccc(F)cc1F)c1ccccn1 (stereo not drawn),-29,-1,2.6,6,1.9,11,-30,-3,1.3
CS(=O)(=O)N1CCC(c2noc(-c3ccc(C(F)(F)F)cc3)n2)CC1,-24,-1,3.8,16,0.4,17,-23,14,3.6
Clc1ccc(CSc2nnc(-c3cccnc3)o2)cc1,13,-3,-3.1,9,0.6,-16,-17,-19,-1.7
COc1cccc(C(=O)SC2=NCCS2)c1,35,0,0.3,13,2.6,-7,4,-13,0.4
CCOCCCn1c(=S)[nH]c2cc(C(=O)N3CCC(C(N)=O)CC3)ccc2c1=O,-10,-5,2.2,-13,-0.5,-27,0,-20,0.5
Cc1cccc(N2CCN(C(=O)Cn3ccc4ccccc4c3=O)CC2)c1C,-1,0,4.3,57,1.4,8,-9,-5,1.1
O=C(N=Nc1c(O)n(C2OC(=O)c3ccccc32)c2ccccc12)c1ccco1 (stereo not drawn),-35,.,-0.8,9,-1.4,33,9,-1,0.3
Cc1cc(NS(=O)(=O)c2ccc(NC(NC(=O)C(C(F)(F)F)C(F)(F)F)(C(F)(F)F)C(F)(F)F)cc2)no1,31,5,0.6,23,2.0,4,-1,2,0.2
COc1cc(/C=N/NC(=O)C(=O)/C=C2\NC(C)(C)Cc3ccccc32)ccc1O,-14,.,-2.4,12,0.8,7,-13,15,-1.0
CCCNC(=O)c1ccc(-c2nc3ccccc3s2)s1,-61,5,3.0,11,2.2,1,8,-2,0.7
CCOC(=O)c1sc(NC(=O)c2cccc(S(=O)(=O)N3CCN(C)CC3)c2)cc1C,-11,0,2.4,19,1.3,9,-1,1,1.2
COc1ccc(-c2nnc(SCC(=O)c3cccs3)n2-c2ccc(Cl)cc2)cc1,29,4,0.2,25,0.3,-4,-17,0,0.8
CSc1nc(N2CCOCC2)c2c3c(sc2n1)CCCC3,44,13,-1.1,22,-1.3,-53,9,-15,0.0
CCCC1(C)SC(NC(C)=O)=NN1C(C)=O (stereo not drawn),-8,2,-0.2,13,0.5,7,-10,4,1.0

# Whole records, quoted from the list:
# Cc1cccc(N2CCN(C(=O)Cn3ccc4ccccc4c3=O)CC2)c1C as listed: EP2 mod: -1; NPY Y1 blocker: 0; TRPN1 ag: 4.3; CHOP inhibitor: 57; S1P4 ag: 1.4; NPY1 pot ag: 8; S1P4 antag: -9; NPY2 pot ag: -5; TRPML3 ag: 1.1
# CSc1nc(N2CCOCC2)c2c3c(sc2n1)CCCC3 as listed: EP2 mod: 44; NPY Y1 blocker: 13; TRPN1 ag: -1.1; CHOP inhibitor: 22; S1P4 ag: -1.3; NPY1 pot ag: -53; S1P4 antag: 9; NPY2 pot ag: -15; TRPML3 ag: 0.0

# The listing continues.
compound,EP2 mod,NPY Y1 blocker,TRPN1 ag,CHOP inhibitor,S1P4 ag,NPY1 pot ag,S1P4 antag,NPY2 pot ag,TRPML3 ag
CCOCCCn1c(=S)[nH]c2ncccc2c1=O,-3,-2,0.1,-12,-0.3,9,0,2,0.4
Cc1noc(C)c1CSc1nc2ccccc2nc1NS(=O)(=O)c1ccc(Cl)cc1,14,-6,1.8,.,-0.1,43,1,11,0.5
COc1ccc(C(=O)NC(=S)NCc2cccnc2)cc1Br,-62,0,-1.1,8,0.8,7,-11,-11,-0.6
COC(=O)Cn1c(=NC(=O)c2nc3ccccc3s2)sc2cc(S(N)(=O)=O)ccc21,-24,-3,-0.3,104*,0.7,-6,-33,4,0.8
Cc1nc2scc(-c3ccccc3)c2c(=O)n1N,-18,2,-0.5,30,-0.3,5,3,25,0.7
O=C(NN1C(=O)c2cc(Br)ccc2NC1c1ccccc1Cl)c1ccncc1 (stereo not drawn),0,0,-3.4,50,-0.5,-8,-13,3,-1.1
CCSc1nnc([C@@H](NC(=O)OC(C)(C)C)C(C)C)o1,-4,.,0.1,34,1.6,8,-10,4,0.8
CCn1c(O)c(C=Nc2ccccc2)oc1=S,6,-4,-0.1,24,0.4,12,4,9,-0.8
CC(Oc1ccc(-c2ccccc2)cc1)C(=O)N1CCOCC1 (stereo not drawn),-16,1,0.2,33,-2.1,1,-15,9,1.4
O=C(N/N=C/c1ccccc1Cl)c1[nH]c2ccc(Br)cc2c1-c1ccccc1,20,10,-0.3,-8,-0.8,-15,0,-3,0.3

# Two compounds from above with just NPY Y1 blocker.
compound | NPY Y1 blocker
CCn1c(O)c(C=Nc2ccccc2)oc1=S | -4
CC(Oc1ccc(-c2ccccc2)cc1)C(=O)N1CCOCC1 (stereo not drawn) | 1

# Next section:
compound,EP2 mod,NPY Y1 blocker,TRPN1 ag,CHOP inhibitor,S1P4 ag,NPY1 pot ag,S1P4 antag,NPY2 pot ag,TRPML3 ag
COC(=O)C1=C(C)NC(C)=C(C(=O)OC)C1c1ccc2ccccc2n1,-9,-7,-0.4,-5,-4.3,-7,5,-2,0.2
O=C(CN1C(=O)CSC1=O)Nc1ccccc1F,0&-27,-9,0.4,36,0.3,18,7,4,0.3
COc1cccc(-n2c(C)nc3c(cnn3-c3ccc(C)cc3)c2=O)c1,25,0,2.5,39,-1.6,-2,-7,9,0.8
COCCN(C(=S)Nc1ccccc1OC)C1CCN(C(C)C)CC1,-7,5,1.4,2,2.7,2,-11,-11,0.3
Cc1cc(Br)cc2c1NC(=O)C2(O)CC(=O)c1ccco1 (stereo not drawn),-9,1,1.0,13,-0.7,10,3,-2,1.1
COc1cc(CN2CCC(C(=O)N3CCN(c4ccccc4F)CC3)CC2)cc(OC)c1OC,79*,1,0.8,-2,1.9,0,-10,-3,1.2
O=C(c1cccc(F)c1)N1CCN(Cc2ccco2)CC1,-3,-3,1.1,51,0.6,-15,10,-12,0.5
COc1ccc(NC(=O)CCSc2ccc(C)cc2)cc1,-64,10,0.7,-9,-0.1,-3,-8,-3,-1.4
CC(C)(C)c1nc(NCCN2CCOCC2)c2nnn(Cc3ccccc3Cl)c2n1,15,5,-0.8,47,0.2,-2,-1,14,0.5
CCc1ccc(C2=NN(S(C)(=O)=O)C(c3cccs3)C2)cc1 (stereo not drawn),-19,7,-1.9,14,-2.7,-18,-5,-18,-0.2
N=c1n(CC(=O)c2ccc([N+](=O)[O-])cc2)c2ccccc2n1Cc1ccc(Cl)cc1,-13,-6,0.2,105*,-0.3,3,-13,0,0.4
CC1=NNC(=O)C1CC(=O)N/N=C/c1ccc(C)o1 (stereo not drawn),-11,.,2.2,-1,-0.2,9,17,-5,0.3
Cc1cc(C=O)c(C)n1-c1ccc2c(c1)OCO2,4,2,-1.4,10,1.9,6,-2,-12,0.4
COc1ccc(-n2c(=S)[nH]c3sc(-c4ccccc4)cc3c2=O)c(OC)c1,8,.,0.5,13,-0.5,15,9,14,0.4
CCN(CCn1cccn1)C(=O)CCc1nnc(CCc2ccccc2OC)o1,35,6,-1.1,12,0.2,16,-7,-4,-0.4
CCOC(=O)COc1ccc(Br)cc1/C=C/c1[nH]c(=O)[nH]c(=O)c1[N+](=O)[O-],35,6,-0.5,-6,0.1,17,9,8,-0.7
Cc1c2c(nc3c(C(=O)NC4CC4)cnn13)CCCC2,24,-1,-1.3,35,0.1,1,-16,2,-0.1
CC(C)C(NC(=O)C(NC(=O)C1OC2OC(C)(C)OC2C2OC(C)(C)OC12)C(C)C)C(=O)O (stereo not drawn),35,-2,1.5,8,4.2,12,-11,4,0.2
O=C(COc1ccccc1/C=C1\SC(=O)NC1=O)Nc1ccc(F)cc1,-41,4,-0.1,12,-0.9,-3,-1,-10,-0.1
Oc1cc2ccccc2nc1-c1ccccc1Cl,-18,.,-1.9,18,0.8,27,2,34,-0.8
O=c1c(Cl)c(N2CCCCC2)cnn1-c1nc2ccccc2[nH]1,-5,6,0.2,58,-0.6,-14,-23,-16,-0.4
COC(=O)C1=C(C)OC(N)=C(C#N)C1c1cc2cc(C)ccc2nc1Cl (stereo not drawn),9,0,3.0,-13,0.0,-2,-12,-7,1.7
Cc1cccc(N/C(N)=N/c2nc(C)cc(=O)[nH]2)c1,-16,3,-0.7,-12,-0.2,4,-3,-13,0.0
O=C(NN=C1CCCC1)c1n[nH]c2c1CCCC2,-28,3,1.6,-27,-1.4,-13,17,-15,0.2
COc1cc(C)ccc1OCCOc1c(Cl)cc(Cl)cc1Cl,29,7,0.3,43,0.6,-22,-10,9,-0.1
COc1ccccc1NS(=O)(=O)c1cccc(NC(=O)Cc2cccs2)c1,-72,6,5.3,-29,1.1,9,-4,14,1.1
O=C(COC(=O)c1cc(=O)[nH]c2ccc(Br)cc12)c1ccccc1,-41,-1,-0.8,70,-1.7,4,-36,6,0.4
COc1ccc([N+](=O)[O-])cc1NC(=O)COC(=O)c1ccccc1O,-3,.,-0.6,-19,1.6,13,0,-13,1.1
COc1ccc(S(=O)(=O)N2CCOCC2)cc1NC(=O)CCc1c[nH]c2ccccc12,-36,2,1.1,10,1.7,-2,-1,6,1.1
Cc1cc(NC(=O)C2CC(c3c(F)cccc3Cl)=NO2)n(-c2ccccc2)n1 (stereo not drawn),-26,-1,0.4,16,1.1,12,-12,-2,0.7
Cc1ccccc1C(=O)NC1CCN(CC(=O)Nc2c(C)cccc2C)CC1,33,1,1.4,13,-3.6,2,5,5,0.8
O=C(Nc1ccccc1)c1ccc(NCC2CCCO2)c(S(=O)(=O)N2CCOCC2)c1 (stereo not drawn),9,4,0.3,18,-0.5,-11,-17,1,0.3
Cc1cc(C)c2nc(NC(=O)C3CC(=O)N(Cc4ccco4)C3)sc2c1 (stereo not drawn),-30,-2,-0.6,15,0.1,26,1,13,0.4
Cc1ccccc1-c1nc(CN2CCC(C(=O)NCCCN3CCOCC3)CC2)c(C)o1,12,11,-0.1,-9,0.5,-40,-12,-24,0.1
O=C(Cc1ccccc1[N+](=O)[O-])NCCSCc1c(F)cccc1Cl,-13,3,-1.4,26,-1.1,5,-3,-8,-1.3
CCOc1cccc(NC(=O)CSc2nc(C)c3c(c2C#N)CCCC3)c1,12,0,1.1,19,1.3,-3,-22,-7,0.7
